# PriA SSB inh = K. pneumoniae PriA-SSBct interaction inhibition; AlphaScreen SSBct-PriA binding, biotinylated peptide; inhibition, % at 33 µM; 430,000 tested, 0.6% active; AID 1272365; in the data active = inhibition mostly above about 37%, no sharp cut-off; inactive = mostly below about 20%;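 also: plate controls were negative control peptide for no effect and reference peptide for full effect; strong numbers were not always called active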
# Starred values were filed as active, the others as inactive. A portion of the library. The share of hits here may be higher or lower than overall.
SMILES	PriA SSB inh
O=C(NCc1cccs1)c1csc(Nc2ccc(OC(F)F)cc2)n1	6
Cc1ccccc1NC(=O)CSc1nnc2n(-c3ccccc3)c(=O)c3ccccc3n12	-11
O=C(CCc1ccccc1)NCC(=O)N1CCOC(c2ccccc2)C1 (stereo not given)	-9
NC(=S)NN=Cc1c(O)ccc2ccccc12	-5
CS(=O)(=O)c1ccc(Nc2nc(C(=O)Nc3ccc(F)c(Cl)c3)cs2)cc1	-9
O=C(NCc1cc(-c2cccs2)on1)c1ccccc1C(F)(F)F	-1
COc1ccc(C=NNC(=O)CNC(=O)c2ccc(S(=O)(=O)N3CCCC3)cc2)c(OC)c1	-11
CC(C)(C)OC(=O)N1CCC[C@H](C(=O)N2CCc3nc4ccc(Cl)cn4c(=O)c3C2)C1	-11
Cc1ccc(OC2CCCN(C(=O)CCn3cnc4ccccc4c3=O)C2)nn1 (stereo not given)	9
Nc1nnnn1N=Cc1ccccc1OCc1ccccc1	-4
CC(=O)Nc1c(C(=O)Nc2ccc(Cl)cc2)nnn1-c1ccccc1	0
CCOc1ccc(Nc2oc(-c3ccco3)nc2S(=O)(=O)c2ccc(C)cc2)cc1	-1

# Carrying on:
SMILES	PriA SSB inh
COc1ccccc1OCC(=O)Nc1ncc(Cc2ccc(C)cc2)s1	4
COc1ccc(Cl)cc1S(=O)(=O)N1CCC(S(=O)(=O)CC(C)C)CC1	-10
O=C(CC(c1ccccc1)c1ccccc1)NCC1CCS(=O)(=O)C1 (stereo not given)	7
CCc1ccc2nc(N(CCN(C)C)C(=O)c3ccc(OC)c(OC)c3)sc2c1	16
CCCS(=O)(=O)NCCOc1ccc2nnc(-c3ccccc3OC)n2n1	-11
NC(=O)c1ccccc1NC(=O)C1CCN(c2ccc(-c3ccc(F)cc3)nn2)CC1	-13
COCCNC(=O)N1CCC(CSCc2ccco2)CC1	-7
O=C(NN=Cc1cccc(OC(=O)c2ccccc2Cl)c1)c1cccnc1	-4
CCOc1ccc(S(=O)(=O)NCCN2CCN(c3ccc(OC)cc3)CC2)cc1C	21
CC(C)=CC(=O)N1CCS[C@H](c2ccccc2C)CC1	-13
O=C(c1ccccc1)C(C(c1cccs1)N1CCOCC1)N1CCOCC1 (stereo not given)	-6
S=c1[nH]nc(-c2ccncc2)n1N=C/C=C/c1ccccc1	4

# Next entries follow.
SMILES	PriA SSB inh
Cc1ccc(NN=C2COC(C)(C)CC2=O)cc1	-13
CCOc1cc(C=NNC(=O)CC(=O)NCCc2ccccc2)ccc1O	-13
O=C(CCSc1ccccc1)NCc1cccnc1-c1ccsc1	-1
Cn1cccc1-c1noc(CNS(=O)(=O)c2ccc(OCC(N)=O)cc2)n1	-9
CC1CCN(C(=O)Cn2cc(SCC(=O)Nc3ccc(Br)cc3)c3ccccc32)CC1	-6
CON=C(C)C(Cc1ccc(Cl)nc1)Cc1ccc(Cl)nc1	-2
O=c1cccnn1CCNS(=O)(=O)c1ccc(Cl)cc1	-12
Cc1ccc(NC(=O)c2ccccc2NC(=O)c2cccc(Br)c2)c(C(=O)c2ccccc2)c1	-1
Cc1cc(C)c2sc(NC(=O)Cc3cccc4ccccc34)nc2c1	-7
O=C1NC(=O)C(=Cc2nc(-c3ccc(Cl)cc3)n3ccccc23)C(=O)N1	-10
O=C(NCCc1c[nH]c2ccccc12)C(=O)NCC(c1cccs1)N1CCc2ccccc21 (stereo not given)	-14
COC1(CNC(=O)Nc2c(F)cccc2F)Cc2ccccc2C1	-8

# (next part)
SMILES	PriA SSB inh
Cc1cccc(S(=O)(=O)Nc2ccc3c(c2)C(=O)N(C)c2cc(C)ccc2O3)c1	35
CCOC(=O)c1ccc2c(c1)sc(=NC(=O)c1ccnn1C)n2C	6
COc1ccc(OC)c(C=NNC(=O)c2cc[n+](Cc3ccccc3)cc2)c1	-3
CC1CCc2c(sc(N=Cc3ccco3)c2C(N)=O)C1 (stereo not given)	2
Cc1ccc(-c2nnc(NC(=O)c3cc(Br)ccc3Cl)s2)cc1	-2
O=C(NCC(F)(F)F)c1ccc(N2CCC(Cc3ccccc3)CC2)nn1	-1
O=c1[nH]c(=S)c2c(n1CC1CCCO1)CCC2 (stereo not given)	3
O=C(NCc1ccc(Cl)cc1)C(=O)NC[C@@H](c1cccs1)N1CCOCC1	-2
COc1ccccc1Cn1cnc2c([nH]c3ccc(F)cc32)c1=O	-7
O=C(CNC(=O)c1ccco1)NN=Cc1ccc(O)c([N+](=O)[O-])c1	-11
O=S(=O)(CCc1ccccc1)N1CCN(c2ccc3nnc(-c4ccco4)n3n2)CC1	5
O=C(c1nnn(-c2ccccc2)c1CSc1ncccn1)N1CCOCC1	-9

# (cont.)
SMILES	PriA SSB inh
O=C(Cc1cccnc1)N1CCC(n2c(=O)[nH]c3ccc(F)cc3c2=O)CC1	5
O=C(CS(=O)(=O)c1ccc(Cl)s1)Nc1ccccc1C(F)(F)F	2
O=C(c1cccs1)N1CC(S(=O)(=O)C2CCCCC2)C1	0
CN1CCN(c2nc(Nc3ccc(Br)cc3)nc3ccccc23)CC1	-6
O=C(c1cc(F)ccc1OCc1ccccc1)C1OC1c1ccc2c(c1)OCCCO2 (stereo not given)	-1
CCOc1ccc(-c2noc(C3CC(=O)N(c4cc(Cl)ccc4OC)C3)n2)cc1 (stereo not given)	-13
O=C1CC(Nc2ccc3c(c2)OCO3)C(=O)N1C1CCCCC1 (stereo not given)	51
CC(=O)N1CCCSC[C@@H]1CN1CCCCC1	-6
O=C(Cn1cnc2ccccc2c1=O)N1CCCC(Cc2nc(-c3ccsc3)no2)C1 (stereo not given)	1
O=C(Nc1ccccc1C(F)(F)F)N1CCC(Cn2ccnc2)CC1	-8
COc1ccc(S(=O)(=O)Nc2ccc(N3CCCCS3(=O)=O)cc2)cc1F	-3
Cc1csc(NC(=O)C2CSCCC(=O)N2)n1 (stereo not given)	-20

# (continued)
SMILES	PriA SSB inh
O=C(c1ccc(=O)[nH]c1)N1CCC(n2c(=O)[nH]c3ccccc3c2=O)CC1	-8
CC(=O)c1ccc(NC(=O)c2cn(-c3ccccc3)nc2-c2ccc(Cl)s2)cc1	-2
O=C(Cc1ccc(F)cc1)NCc1cnn2ccccc12	-6
Cc1ccc(C)c(NC(=S)NCCc2cc3c(C)ccc(C)c3[nH]c2=O)c1	17
Cc1ccc2c(n1)CC(C)(C)CC2=NO	-8
O=c1c2cnn(-c3ccccc3)c2nnn1N=Cc1cccnc1	-17
Cc1ccc(Nc2nc(C(=O)N3CCN(c4ncccn4)CC3)cs2)c(C)c1	-3
CC(C)(C)c1ccc(C(=O)NC(=S)Nc2ccc(S(N)(=O)=O)cc2)cc1Br	28
CCOC(=O)c1c(NC(=O)c2ccc(OCC)cc2)sc2c1CCC2	-3
COc1ccccc1CNC(=O)CSc1ccc(-c2sc(-c3cccnc3)nc2C)nn1	2
O=[N+]([O-])c1cccc(OS(=O)(=O)N2CCOCC2)c1	12
COc1ccc(C=c2sc(=C(C#N)C(=O)NCc3ccco3)n(-c3ccccc3)c2=O)cc1	9

# (cont.)
SMILES	PriA SSB inh
COc1cccc(OC)c1C(=O)NCC1(O)CCCC1	-12
O=c1c2ccccc2n(Cc2nc(-c3ccc(OC(F)(F)F)cc3)no2)c(=O)n1Cc1ccco1	-2
O=C(NC1CC(O)C(CO)C1)c1cc(-c2ccccc2)n[nH]1 (stereo not given)	-20
NC(Cc1ccc(Cl)c(Cl)c1)=NOC(=O)c1cccs1	-21
Clc1ccc(-n2ncc3c(N4CCOCC4)nc(NCCc4cccs4)nc32)cc1	-75
O=C(Nc1nnc(CCS(=O)(=O)c2ccccc2)o1)c1cc2ccccc2o1	-14
C[C@H](Oc1ccccc1)C(=O)NCCn1ncc2c(NCCc3ccccc3)ncnc21	-13
COc1ccc(-c2csc(N)n2)cc1Cl	-1
CCOc1ccc(-c2cc3c(=O)n(Cc4nc(-c5ccc(F)cc5)no4)ccn3n2)cc1	-15
O=C(NC[C@H](O)c1ccc(C(F)(F)F)cc1)C1CC1	-10

# Part of the list above, field by field.
O=C(Nc1nnc(CCS(=O)(=O)c2ccccc2)o1)c1cc2ccccc2o1
  PriA SSB inh = -14
C[C@H](Oc1ccccc1)C(=O)NCCn1ncc2c(NCCc3ccccc3)ncnc21
  PriA SSB inh = -13
COc1ccc(-c2csc(N)n2)cc1Cl
  PriA SSB inh = -1
CCOc1ccc(-c2cc3c(=O)n(Cc4nc(-c5ccc(F)cc5)no4)ccn3n2)cc1
  PriA SSB inh = -15

# Compounds shown so far that have fluorine (16):
SMILES	PriA SSB inh
O=C(NCc1cccs1)c1csc(Nc2ccc(OC(F)F)cc2)n1	6
CS(=O)(=O)c1ccc(Nc2nc(C(=O)Nc3ccc(F)c(Cl)c3)cs2)cc1	-9
O=C(NCc1cc(-c2cccs2)on1)c1ccccc1C(F)(F)F	-1
NC(=O)c1ccccc1NC(=O)C1CCN(c2ccc(-c3ccc(F)cc3)nn2)CC1	-13
COC1(CNC(=O)Nc2c(F)cccc2F)Cc2ccccc2C1	-8
O=C(NCC(F)(F)F)c1ccc(N2CCC(Cc3ccccc3)CC2)nn1	-1
COc1ccccc1Cn1cnc2c([nH]c3ccc(F)cc32)c1=O	-7
O=C(Cc1cccnc1)N1CCC(n2c(=O)[nH]c3ccc(F)cc3c2=O)CC1	5
O=C(CS(=O)(=O)c1ccc(Cl)s1)Nc1ccccc1C(F)(F)F	2
O=C(c1cc(F)ccc1OCc1ccccc1)C1OC1c1ccc2c(c1)OCCCO2 (stereo not given)	-1
O=C(Nc1ccccc1C(F)(F)F)N1CCC(Cn2ccnc2)CC1	-8
COc1ccc(S(=O)(=O)Nc2ccc(N3CCCCS3(=O)=O)cc2)cc1F	-3
O=C(Cc1ccc(F)cc1)NCc1cnn2ccccc12	-6
O=c1c2ccccc2n(Cc2nc(-c3ccc(OC(F)(F)F)cc3)no2)c(=O)n1Cc1ccco1	-2
CCOc1ccc(-c2cc3c(=O)n(Cc4nc(-c5ccc(F)cc5)no4)ccn3n2)cc1	-15
O=C(NC[C@H](O)c1ccc(C(F)(F)F)cc1)C1CC1	-10

# Source: PubChem BioAssay
